Screening results: PubChem, National Center for Advancing Translational Sciences (NCATS)
HCMV inh: qHTS Assay for inhibitors of the human cytomegalovirus (HCMV); HFF cells, HCMV-luciferase reporter, 72 h; active compounds read low; activity change, negative = inhibition, % at 57.5 µM; 4.5% of 410,000 active; in the data active = activity change below about -60%; inconclusive = no clear call, values can overlap the other calls; inactive = above about -39%; note: % is set by controls: 0 for no effect and ±100 for the full control effect
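Steps: HFFs plated, 16 h 37C; compounds added; HCMV-luciferase added to MOI 1 PFU/cell; 72 h 37C; OneGlo reagent, 5 min room temperature; luminescence read, normalized to controls.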
Shiga toxin inh: A qHTS for Small Molecule Inhibitors of Shiga Toxin | AID 2315, 2010 | 9.2% of 290,000 active | Vero cells, Shiga toxin protein synthesis inhibition reporter | inhibition, % at 38.7 µM; in the data active = inhibition mostly above about 28%, no sharp cut-off; inactive = mostly below about 43%; note: 0% is about no effect
AmpC inh no detg: qHTS Inhibitors of AmpC Beta-Lactamase (assay without detergent). Potency, µM (series often up to 57.1 µM), inactives show at the top dose activity change, negative = inhibition, hits mostly inhibitors. AmpC nitrocefin hydrolysis, absorbance 480 nm, 0.0001% Triton. P00811. 0.52% of 330,000 active;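 note: potency is the fitted concentration of half-maximal effect; plate controls were no compound for no effect and no enzyme for full effect; nearly all actives have a fitted effect of over 20% in size; some results filed as inactive show a strong effect at the top dose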
Target sequence (P00811 whole entry, looked up): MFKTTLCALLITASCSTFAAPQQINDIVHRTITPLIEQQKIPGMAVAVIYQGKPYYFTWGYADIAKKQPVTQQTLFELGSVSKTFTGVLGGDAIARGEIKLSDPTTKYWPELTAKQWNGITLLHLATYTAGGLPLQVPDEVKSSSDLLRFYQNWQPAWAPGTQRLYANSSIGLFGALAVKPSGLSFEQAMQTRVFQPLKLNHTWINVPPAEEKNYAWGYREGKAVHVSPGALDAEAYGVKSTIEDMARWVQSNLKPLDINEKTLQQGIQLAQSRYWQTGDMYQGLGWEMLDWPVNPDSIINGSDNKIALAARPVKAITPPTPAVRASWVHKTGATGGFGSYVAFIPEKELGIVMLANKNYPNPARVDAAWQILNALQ
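20 mM phosphate pH 7.0 + 0.01% (detergent screen) or 0.0001% Triton X-100; 5.3 nM AmpC reagent; cpd preinc 15 min RT; nitrocefin (800 uM stock) to start; A480 q20 s × 4 min; Activity was normalised to no-enzyme and no-compound control wells.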
FBPA Giardia inh: qHTS Assay for Inhibitors of Fructose-1,6-bisphosphate Aldolase from Giardia Lamblia; purified Giardia FBPA; A8B2U2; Potency, µM (titrated, usually from 59.6 µM), for the others: at the highest dose activity, negative = inhibition, actives largely listed as inhibitors; 0.71% of 290,000 active; AID 2451, 2010; note: potency is the fitted concentration of half-maximal effect; % is set by controls: 0 for no effect and ±100 for the full control effect; nearly all actives have a fitted effect of over 55% in size
Target sequence (A8B2U2 whole entry, looked up): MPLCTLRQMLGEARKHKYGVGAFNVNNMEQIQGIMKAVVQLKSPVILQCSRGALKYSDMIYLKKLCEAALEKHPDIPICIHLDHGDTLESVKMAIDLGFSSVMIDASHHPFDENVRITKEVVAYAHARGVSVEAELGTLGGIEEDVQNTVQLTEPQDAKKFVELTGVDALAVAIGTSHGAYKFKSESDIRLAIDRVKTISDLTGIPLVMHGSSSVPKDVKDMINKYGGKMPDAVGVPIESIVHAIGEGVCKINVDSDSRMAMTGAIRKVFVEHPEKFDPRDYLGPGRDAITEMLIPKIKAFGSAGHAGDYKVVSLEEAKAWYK
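Giardia FBPA (40 nM reagent) was preincubated 10 min at RT with compound (up to 57.5 uM final), then substrate plus GAPDH/TPI/NAD/arsenate coupling system with diaphorase/resazurin was added; resorufin fluorescence (525/598 nm) was read after 20 min.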
Cycloheximide cs: Cycloheximide Counterscreen for Small Molecule Inhibitors of Shiga Toxin; cell reporter, cycloheximide protein synthesis inhibition counterscreen; 12% of 300,000 active; max response, %; in the data active = max response mostly above about 13%, no sharp cut-off; inactive = mostly below about 14%; note: read at 38.3 µM for the half of the compounds with a filed dose; 0% is about no effect
AMA1 RON2 block: qHTS for Inhibitors of AMA1-RON; Towards Development of Antimalarial Drug Lead: Primary Screen; Plasmodium falciparum AMA1 (3D7) - RON2 peptide interaction; AlphaScreen AMA1-biotinylated RON2 peptide binding; Potency, µM (doses to about 58.2 µM), for inactives: top-dose activity change, negative = inhibition, actives largely listed as inhibitors; 0.2% of 360,000 active; AID 720542, 2013;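 note: potency is the fitted concentration of half-maximal effect; 0% = vehicle wells and -100% = peptide control; nearly all actives have a fitted effect of over 45% in size; some results filed as inactive show a strong effect at the top dose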
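AMA1 (3D7) with his tag at 25 nM final met compounds first, then biotinylated RON2 peptide at 25 nM; detection used donor plus acceptor beads, 10 µg/mL apiece, read by AlphaScreen after 30 min at room temperature.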
AmpC detergent: qHTS Inhibitors of AmpC Beta-Lactamase (assay with detergent) | P00811 | AmpC hydrolysis of nitrocefin, absorbance 480 nm, 0.01% Triton | Potency, µM (titrated, usually from 114 µM), inactives show at the top dose activity change, negative = inhibition, usual class: inhibitors | 0.041% of 370,000 active;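 note: potency is the fitted concentration of half-maximal effect; 0% = no-compound wells and -100% = no-enzyme wells; nearly all actives have a fitted effect of over 25% in size; some results filed as inactive show a strong effect at the top dose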
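AmpC (5.3 nM in the dispensed reagent) in 20 mM phosphate pH 7.0 with 0.01% (detergent screen) or 0.0001% Triton X-100 was preincubated with compounds for 15 min at room temperature. Nitrocefin was then added from an 800 uM solution, and hydrolysis was followed at 480 nm.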
* hit, by the source's call; ? = inconclusive; · = not tested or not shown; & = joins results of further samples; [ ] = another dose, or the depositor's remark. Unless noted, calls come from the whole dose curve; as a rule, active = well fitted curve in the direction sought with a large enough effect; inconclusive = small, poorly fitted or top-dose-only effect, or another doubt; inactive = no such curve, though single readings can be large; an effect the other way counts as inactive or inconclusive. Compounds as they come; overall some 16% were active at least once.

SMILES	HCMV inh	Shiga toxin inh	AmpC inh no detg	FBPA Giardia inh	Cycloheximide cs	AMA1 RON2 block	AmpC detergent
COC(=O)c1cccc(N(C(=O)CNC(=O)c2ccco2)C(C(=O)NC2CCCC2)c2ccco2)c1 (stereo not drawn)	48.2	-13.3	-8.3%	2.6%	2.1	3.9%	?
COc1ccc(/C=C2\SC(=O)N=C2N)cc1OC	-8.6	-2.3	-16.4%	3.2%	-2.2	-0.9%	?
CC1(C(=O)CSc2ncn[nH]2)CCC(=O)O1 (stereo not drawn)	·	-13.2	101.9%	-25.2%	-7.6	·	?
C#CCOCCOCCOCCNc1nc(N2CCN(C(=O)C([C@@H](C)O)n3cc([C@@H](N)CCCCN)nn3)CC2)nc(N2CCN(C(=O)[C@H](CCCCN)n3cc([C@@H](N)CC(N)=O)nn3)CC2)n1 (stereo partly drawn)	-13.8	·	15.2%	·	·	7.4%	·
O=C(O)CCCC(=O)N1CCC(C(O)(c2ccccc2)c2ccccc2)CC1	-36.1	21.7	-7.1%	5.7%	-1.6	23.1%	-8.3%
O=C(OCCN1C(=O)c2cccc3c(N4CCOCC4)ccc(c23)C1=O)c1cc(Cl)cc(Cl)c1	·	-2.9	-29.7%	0.0%	-0.3	·	-1.7%
COC(=O)CSc1nc2ccc(NC(=O)CSc3nnnn3Cc3ccccc3)cc2s1	74.0	17.5	-32.2%	-1.4%	-4.0	-0.3%	-0.7%
COc1ccccc1OCC(=O)Nc1cccc(S(=O)(=O)NC2=NCCCCC2)c1	-7.0	·	-16.2%	·	·	1.4%	?
CCCCNC(=O)C(CC)Sc1nc2sc(C(=O)OC)c(C)c2c(=O)n1N (stereo not drawn)	1.5	-6.7	-15.7%	?	-2.2	61.3%[activator]	-2.7%
O=C(COC(=O)c1cc(=O)[nH]c2ccccc12)Nc1ccccc1F	22.9	·	-23.5%	·	·	-5.2%	·
c1ccc(Nc2ccccc2)cc1	-20.3	·	-5.0%	·	·	-0.1%	4.4%
CCCc1nc(NCc2ccccc2)c(C#N)c2c1CCCC2	-29.9	-1.3	-21.5%	-3.0%	-2.2	1.4%	-13.4%
COc1ccc(Nc2oc(-c3ccc(OC)cc3)nc2C#N)cc1	34.8	105.3*	-25.6%	-2.8%	50.2*	-12.5%	-0.7%
CCOC(=O)c1c(C)[nH]c(C(=O)COC(=O)c2ccc(F)c(S(=O)(=O)N3CCOCC3)c2)c1C	-21.8	-11.8	-5.7%	6.1%	5.5	0.0%	2.5%
COc1ccc(C(=O)NCCS(=O)(=O)NC2CCCC2)cc1	-3.5	·	-4.6%	·	·	-14.6%	?
COc1ccc(C(=O)COC(=O)CNC(=O)c2ccc(OC)cc2)cc1	52.0	21.2	-11.9%	8.8%	2.6	9.0%	-0.5%
CCOC(=O)N1CCC(NC(=O)CCC(=O)N2CCOc3ccc(C)cc32)CC1	-36.6	12.1	81.5%[activator]	4.4%	7.5	2.1%	8.2%
Cn1c(=O)cc(OCCCC(=O)NCCN2CCN(c3ccccc3F)CC2)c2ccccc21	197.5	4.1	147.2%[activator]	-4.7%	-4.1	-5.7%	-16.1%
COc1ccc(CNC(=O)CN2C(=O)NC(c3ccccc3)(c3ccccc3)C2=O)cc1	-19.5	·	-20.5%	·	·	-20.3%	·
Cc1ccc(NS(=O)(=O)c2cccc(C(=O)NN3CCOCC3)c2)cc1	11.9	-9.3	-9.3%	-5.0%	-3.2	·	3.7%
O=C(COC(=O)c1ccc[n+]([O-])c1)Nc1cc([N+](=O)[O-])ccc1Cl	39.8	·	-50.3%	·	·	-1.0%	·
Cc1ccc(/C=C2\SC(=S)N(CCC(=O)N3CCOCC3)C2=O)cc1	?	-0.4	-1.9%	·	-1.6	2.4%	-0.5%
COc1ccccc1NC(=O)Cc1noc(CN(C)Cc2cccs2)n1	20.6	-6.8	-5.7%	2.9%	-4.4	8.6%	6.7%
CN(C)S(=O)(=O)c1ccc(N=Cc2c(C(F)(F)F)[nH]n(C)c2=O)cc1	-4.8	10.8	-2.4%	-16.3%	-2.9	-2.7%	?
CC(=O)Nc1ccc(S(=O)(=O)n2nc(C)cc2C)cc1	15.4	-13.2	-14.0%	8.1%	-0.2	3.9%	0.7%
CCOc1ccc(NC(=O)CN(C)C(=O)Cn2c(=O)cnc3ccccc32)cc1OCC	0.0	·	3.9%	·	·	-4.9%	-5.1%
COc1ccc(NC(=S)NCC(O)c2ccccc2)c(OC)c1 (stereo not drawn)	-15.3	-3.9	-11.7%	3.0%	-2.3	-7.5%	?
O=C(CNc1cccc(S(=O)(=O)N2CCCC2)c1)Nc1ccc(F)c(F)c1	-16.2	·	-34.0%	·	·	-3.1%	-4.8%
COc1ccc(/C=C2\SC(=O)N(CCNC(=O)Cc3coc4cc(OC)ccc34)C2=O)cc1	-102.5*	13.9	-43.0%	-2.6%	9.0	3.6%	-4.8%
Cn1c(=O)[nH]c(=O)c2c1nc(CN1CCN(c3ccc(F)cc3)CC1)n2CCc1ccccc1	·	-1.2	18.4%	-1.2%	-1.0	5.0%	-14.3%
O=C(C[n+]1cccc(/C=N/O)c1)N1CCCc2ccccc21	-6.2	20.8	-0.9%	3.4%	-5.6	1.5%	1.8%
Nc1cc(S(=O)(=O)O)cc([N+](=O)[O-])c1O	7.6	-12.5	-10.4%	?	2.2	18.7%	-4.6%
O=C(CN=C1NS(=O)(=O)c2ccccc21)OCC(=O)c1ccccc1	-14.6	18.3	-18.1%	10.0%	0.4	-11.3%	2.4%
Cc1cc(=O)oc2cc(OCC(=O)N3CC[C@@]4(O)CCCC[C@H]4C3)ccc12	-35.6	-7.8	-17.9%	12.8%	-1.7	-7.7%	?
CCCNC(=O)NCc1ccc(N2CCCC2=O)cc1	-8.9	-8.6	-10.1%	6.4%	-2.1	-2.6%	-4.5%
COc1cc(CNCc2ccc(C)cc2)cc(OC)c1OC	12.0	11.7	-5.5%	?	-2.7	-28.3%	-12.3%
O=C(N/N=C/c1ccc(Cl)c([N+](=O)[O-])c1)c1ccc2nc[nH]c2c1	-38.4	-2.9	-42.1%	5.6%	-7.2	-14.6%	-6.6%
COc1cccc(Nc2nc(-c3ccc(O)cc3)cs2)c1	31.0	78.5	-50.3%	-6.0%	34.8*	24.5%	5.5%
O=C(NC1CCCC1)C(c1cccnc1)N(C(=O)c1ccco1)c1ccc(F)cc1 (stereo not drawn)	-8.6	-3.2	-12.2%	9.9%	-3.8	10.3%	-3.8%
Cc1ccc(-c2nc(CSc3nc4ccccc4c(=O)n3CCO)cs2)cc1	32.7	-4.1	41.2%	-4.8%	0.9	-10.0%	5.1%
Cc1ccccc1NC(=O)COC(=O)COc1ccc2c(c1)CCC2	4.6	·	-7.7%	·	·	12.7%	-19.5%
COC(=O)c1ccccc1NC(=O)Nc1cccc(C)n1	-18.4	-8.4	-12.1%	-1.4%	-1.5	11.1%	6.5%
Cc1cc(C(=O)CN2C(=O)CN(C)C2=O)c(C)n1-c1cccc(S(=O)(=O)N2CCOCC2)c1	-5.3	-1.6	89.8%[activator]	2.7%	-1.7	7.7%	1.6%
CCOC(=O)N1CCN(S(=O)(=O)c2ccc(OC)c3ccccc23)CC1	9.5	-13.7	89.4%[activator]	13.4%	-3.2	-0.3%	-0.8%
CCCc1sc(N/N=C/c2ccccn2)nc1-c1ccc(F)cc1	·	52.4*	16.5%	-16.6%	25.2*	-11.8%	1.5%
CC(C)(C)OC(=O)NN1CC(=O)N2Cc3[nH]c4ccccc4c3C[C@H]2C1=O	-21.6	10.7	17.6%	-8.2%	0.9	-10.3%	8.4%
CCOC(=O)c1ccc(NC(=O)CSc2nc(C)nc3c2c(=O)n(C)c(=O)n3C)cc1	8.3	-17.5	-13.0%	0.6%	-6.3	14.5%	?
O=C(Cc1c[nH]c2ccccc12)OCC(=O)c1ccccc1	62.5	5.4	-25.0%	·	48.5*	-9.3%	-4.3%
CCOC(=O)Cc1c(C)c2c(O)cc(O)cc2oc1=O	-19.1	23.6	-13.9%	-4.0%	0.3	0.8%	-3.2%
Cc1ccc(NC(=O)CCCn2nc(C)c3c(C)n(-c4ccccc4)nc3c2=O)c(Cl)c1	22.0&0.0	27.6	56.0%	8.3%	-2.5	18.4%	-6.3%&10.3%
Cc1cccc(OCC(=O)NCC2CCCO2)c1C (stereo not drawn)	-33.1	-4.4	-3.2%	0.2%	-2.6	17.0%	4.6%
CCOc1cc(NS(=O)(=O)c2ccc(NC(C)=O)cc2)c(OCC)cc1NC(=O)C(C)C	18.1	-8.3	43.2%	-22.4%	-1.7	-8.1%	2.6%

Copied from the entries so far, 10 compounds:
SMILES	HCMV inh	Shiga toxin inh	AmpC inh no detg	FBPA Giardia inh	Cycloheximide cs	AMA1 RON2 block	AmpC detergent
Cc1cc(C(=O)CN2C(=O)CN(C)C2=O)c(C)n1-c1cccc(S(=O)(=O)N2CCOCC2)c1	-5.3	-1.6	89.8%[activator]	2.7%	-1.7	7.7%	1.6%
CCOC(=O)N1CCN(S(=O)(=O)c2ccc(OC)c3ccccc23)CC1	9.5	-13.7	89.4%[activator]	13.4%	-3.2	-0.3%	-0.8%
CCCc1sc(N/N=C/c2ccccn2)nc1-c1ccc(F)cc1	·	52.4*	16.5%	-16.6%	25.2*	-11.8%	1.5%
CC(C)(C)OC(=O)NN1CC(=O)N2Cc3[nH]c4ccccc4c3C[C@H]2C1=O	-21.6	10.7	17.6%	-8.2%	0.9	-10.3%	8.4%
CCOC(=O)c1ccc(NC(=O)CSc2nc(C)nc3c2c(=O)n(C)c(=O)n3C)cc1	8.3	-17.5	-13.0%	0.6%	-6.3	14.5%	?
O=C(Cc1c[nH]c2ccccc12)OCC(=O)c1ccccc1	62.5	5.4	-25.0%	·	48.5*	-9.3%	-4.3%
CCOC(=O)Cc1c(C)c2c(O)cc(O)cc2oc1=O	-19.1	23.6	-13.9%	-4.0%	0.3	0.8%	-3.2%
Cc1ccc(NC(=O)CCCn2nc(C)c3c(C)n(-c4ccccc4)nc3c2=O)c(Cl)c1	22.0&0.0	27.6	56.0%	8.3%	-2.5	18.4%	-6.3%&10.3%
Cc1cccc(OCC(=O)NCC2CCCO2)c1C (stereo not drawn)	-33.1	-4.4	-3.2%	0.2%	-2.6	17.0%	4.6%
CCOc1cc(NS(=O)(=O)c2ccc(NC(C)=O)cc2)c(OCC)cc1NC(=O)C(C)C	18.1	-8.3	43.2%	-22.4%	-1.7	-8.1%	2.6%
